# Bioassay records deposited in PubChem BioAssay by National Center for Advancing Translational Sciences (NCATS).
# JMJD2E inh – qHTS Assay for Inhibitors of Human Jumonji Domain Containing 2E (JMJD2E). Lysine-specific demethylase 4E (Homo sapiens), B2RXH2. JMJD2E catalytic domain, FDH-coupled NADH fluorescence (FDH is formaldehyde dehydrogenase). Potency, µM (series often up to 57.1 µM), for inactives: top-dose activity change, negative = inhibition, most hits filed as inhibitors. 230,000 compounds, 1.6% hits. AID 2147, 2009; active = well fitted inhibition curve with a large enough effect, not every such curve was filed as active; inconclusive = small, poorly fitted or top-dose-only effect, or another doubt; inactive = no such curve, though single readings can be large or run the other way;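 note: 0% = wells with enzyme and -100% = buffer wells without enzyme; nearly all actives have a fitted effect of over 50% in size; many of its hits are not listed in these tables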
# Target sequence (B2RXH2 1-337 limits assumed): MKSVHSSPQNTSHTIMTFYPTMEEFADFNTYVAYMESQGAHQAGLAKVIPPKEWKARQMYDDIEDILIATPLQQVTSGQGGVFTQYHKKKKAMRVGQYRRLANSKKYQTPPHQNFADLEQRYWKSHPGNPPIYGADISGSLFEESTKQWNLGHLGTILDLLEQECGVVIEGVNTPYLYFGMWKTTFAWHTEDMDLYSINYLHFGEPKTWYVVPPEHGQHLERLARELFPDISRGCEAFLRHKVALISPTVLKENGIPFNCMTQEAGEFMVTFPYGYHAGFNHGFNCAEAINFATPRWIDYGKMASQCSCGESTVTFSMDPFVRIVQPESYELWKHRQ
# HTT ATP protect – qHTS Multiplex Assay to Identify Dual Action Probes in a Cell Model of Huntington: Cytoprotection (ATP); PC12 HTT-Q103 induced, cytoprotection, ATP luminescence, 40 h; Potency, µM (series often up to 56.4 µM), inactives show cytoprotection (ATP increase), hits mostly activators; 230,000 compounds, 0.14% hits;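 note: % of control where 0% means no effect; nearly all actives have a fitted effect of over 45% in size; toxic huntingtin expression switched on by the ecdysone agonist tebufenozide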
#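 Huntington model: PC12 line, ecdysone-inducible HTTQ103 exon1–GFP, tebufenozide 100 nM. Test articles in a dose series. Endpoint luminescence from cellular ATP.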
# Tau fibril FP – qHTS for Inhibitors of Tau Fibril Formation, Fluorescence Polarization; Microtubule-associated protein tau (Homo sapiens), P10636; K18 P301L tau heparin fibrillization, Alexa594 FP, 6 h; Potency, µM (highest dose often 57.7 µM), for the others: at the top dose activity, negative = inhibition, actives largely listed as inhibitors; 280,000 compounds, 0.39% hits; AID 1468, 2008; note: % is set by controls: 0 for no effect and ±100 for the full control effect; nearly all actives have a fitted effect of over 55% in size
# Target sequence (P10636 561-689 P618L limits assumed): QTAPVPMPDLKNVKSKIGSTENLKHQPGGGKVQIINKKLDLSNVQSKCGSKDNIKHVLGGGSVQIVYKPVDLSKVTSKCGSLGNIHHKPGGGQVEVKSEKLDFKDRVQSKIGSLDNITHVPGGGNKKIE
#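 Human tau K18 […] P301L fragment, 15 uM unlabeled plus 0.24 uM Alexa 594-labeled tau (final), with compound and 20 uM heparin in 100 mM sodium acetate pH 7; 6 hr at 37 C, then Alexa 594 FP read.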
# Tau fluor cs – Counterscreen qHTS for Inhibitors of Tau Fibril Formation, Fluorescence Polarization; tau K18 P301L Alexa594 fluorescence, heparin fibrillization; Potency, µM (highest dose often 57.7 µM), for inactives: top-dose activity change, negative = decrease; 280,000 compounds, 0.93% hits; note: % is set by controls: 0 for no effect and ±100 for the full control effect; nearly all actives have a fitted effect of over 55% in size
#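 Human K18 P301L tau (15 uM unlabeled plus 0.24 uM Alexa 594-labeled, final) in 100 mM sodium acetate pH 7 was mixed with compound and 20 uM heparin and incubated 6 hr at 37 C.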
# SMN2 splice up – qHTS Assay for Enhancers of SMN2 Splice Variant Expression | HEK293 SMN2-luciferase splicing reporter, luminescence, 30-36 h | Potency, µM (doses to about 46.1 µM), for inactives: at the top dose activity change, positive = activation, most hits filed as activators | 210,000 compounds, 2.8% hits | AID 1458, 2008; note: % of control where 0% means no effect; nearly all actives have a fitted effect of over 55% in size
#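 HEK293 cells carry an SMN2 minigene-luciferase reporter in which exon 7 inclusion puts luciferase in frame. Cells were seeded at 2000 cells/well, attached for 10-12 hours, then exposed to compounds for 30-36 hours at 37C before ONE-Glo luminescence.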
# Tau ThT inhib – qHTS for Inhibitors of Tau Fibril Formation, Thioflavin T Binding | Microtubule-associated protein tau (Homo sapiens), P10636 | recombinant tau K18 P301L (four-repeat tau fragment), heparin-induced fibrillization, ThT fluorescence | Potency, µM (highest dose often 57.4 µM), for the others: at the top dose activity, negative = inhibition, actives largely listed as inhibitors | 270,000 compounds, 2.1% hits | AID 1460, 2008; note: % is set by controls: 0 for no effect and ±100 for the full control effect; nearly all actives have a fitted effect of over 55% in size
#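 In this qHTS, human K18 P301L tau is incubated with compound and heparin for 6 hr at 37 C, and Thioflavin T fluorescence then reports fibril load.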
# ALDH1A1 block – qHTS Assay for Inhibitors of Aldehyde Dehydrogenase 1 (ALDH1A1). Purified ALDH1A1, NADH fluorescence, propionaldehyde substrate. Potency, µM (series often up to 75.3 µM), inactives show at the top dose activity, negative = inhibition, actives largely listed as inhibitors. 220,000 compounds, 7.3% hits. Aldehyde dehydrogenase 1A1 (Homo sapiens), P00352; active = well fitted inhibition curve with a large enough effect, not every such curve was filed as active; inconclusive = small, poorly fitted or top-dose-only effect, or another doubt; inactive = no such curve, though single readings can be large or run the other way;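 note: plate controls were no enzyme wells and a reference inhibitor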
# Target sequence (P00352 whole entry, looked up): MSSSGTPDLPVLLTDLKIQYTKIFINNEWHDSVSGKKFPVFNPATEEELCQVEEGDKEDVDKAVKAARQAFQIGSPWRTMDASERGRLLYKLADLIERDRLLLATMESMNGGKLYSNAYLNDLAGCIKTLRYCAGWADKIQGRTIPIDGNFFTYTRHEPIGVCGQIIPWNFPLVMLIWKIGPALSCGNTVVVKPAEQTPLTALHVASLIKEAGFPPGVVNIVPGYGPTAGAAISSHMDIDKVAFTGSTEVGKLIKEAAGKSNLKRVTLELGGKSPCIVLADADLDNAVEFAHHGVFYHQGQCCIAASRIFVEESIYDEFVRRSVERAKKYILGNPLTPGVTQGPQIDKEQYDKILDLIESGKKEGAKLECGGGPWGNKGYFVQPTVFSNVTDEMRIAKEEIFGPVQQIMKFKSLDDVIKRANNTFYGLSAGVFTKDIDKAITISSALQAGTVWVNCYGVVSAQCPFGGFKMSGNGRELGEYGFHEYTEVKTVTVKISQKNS
# HTT aggregate – qHTS Multiplex Assay to Identify Dual Action Probes in a Cell Model of Huntington: Aggregate Formation (GFP); AID 1688, 2009; PC12 HttQ103-GFP aggregates, Acumen cytometry, 40 h; Potency, µM (titrated, usually from 46.1 µM), for the others: at the highest dose activity change, negative = inhibition, actives largely listed as inhibitors; 220,000 compounds, 1.1% hits; note: % is set by controls: 0 for no effect and ±100 for the full control effect; nearly all actives have a fitted effect of over 60% in size
#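 Inducible Q103 Huntingtin exon 1–GFP PC12 line, 1500 cells/well in phenol red free DMEM with 5% equine and 5% calf serum. Tebufenozide 100 nM induced expression; compounds titrated; aggregates quantified by cytometry.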
# Numbers without * were called inactive; ? = inconclusive; · = not tested or not shown; & = joins results of further samples; [ ] = dose if it differs, or a comment. Unless noted, calls come from the whole dose curve; as a rule, active = well fitted curve in the direction sought with a large enough effect; inconclusive = small, poorly fitted or top-dose-only effect, or another doubt; inactive = no such curve, though single readings can be large; an effect the other way counts as inactive or inconclusive. Potency is the fitted concentration of half-maximal effect. Some of the compounds tested (hit frequency here may not be typical).
SMILES,JMJD2E inh,HTT ATP protect,Tau fibril FP,Tau fluor cs,SMN2 splice up,Tau ThT inhib,ALDH1A1 block,HTT aggregate
Cc1cccc(CCNC(=O)C2CCN(S(=O)(=O)c3c(C)noc3C)CC2)c1,6%,-19%[10 µM],6%,-7%,-32%,-11%,-5%,4%[1.84 µM]
COc1ccc(OC)c(CNC(=O)CSc2c3c(nc4cc(Cl)ccc24)CCCC3)c1,·,·,6%,-13%,0%,?,·,·
O=C(NCc1ccccn1)c1cc(-c2ccccc2Cl)on1,6%,-29%,1%,-7%,9%,-10%,?,-15%
Nc1nnc(SCC(=O)Nc2ccc(F)c(Cl)c2)n1-c1ccccc1,0%,-5%[0.074 µM],0%,0%,?,-7%,-5%,-11%
CC(C)OCC1CC(CC(=O)NC(=S)Nc2cccc([N+](=O)[O-])c2)C(=O)O1 (stereo unspecified),-5%,15%[10 µM],4%,-12%,0%,-10%,0%,11%
O=C1NCCN1CCNS(=O)(=O)c1ccc2ccccc2c1,-2%,-32%,-2%,-11%,·,-1%,-6%,20%
Cn1c(C(=O)NCCc2ccsc2)cc2c(=O)n(C)c3ccccc3c21,?,-34%,0%,-11%,14%,-15%,?,8%
O=c1oc2ccccc2cc1-c1cn2cc(Cc3ccccc3F)sc2n1,·,·,-11%,-12%,1%,-16%,·,·
COc1cccc(/C=C/C(=O)OCC(=O)c2cc(C)n(CC3CCCO3)c2C)c1OC (stereo unspecified),?,18%[10 µM],-14%,-16%,·,?,?,13%
CC(=O)Nc1ccc(NC(=O)c2nc(S(=O)(=O)Cc3ccc(F)cc3)ncc2Cl)cc1,·,·,-1%,-9%,12%,?,·,·
Cc1cc(-c2nn(-c3ccccc3F)cc2CN2CCN(c3ccncc3)CC2)c(C)s1,3%,-7%,12%,5%,·,-18%,?,-16%
COc1cc(/C=N\NC(=O)CNC(=O)C(c2ccccc2)c2ccccc2)ccc1O,-23%,9%[10 µM],4%,?,·,-13%,·,17%[9.22 µM]
Cc1ccc(S(=O)(=O)NCC(=O)OCc2ccccc2Br)cc1,4%,-5%[10 µM],4%,-16%,·,-6%,?,14%[9.22 µM]
Cc1cccc(OCC(=O)Nc2ccc3nc(C)sc3c2)c1,-6%,-5%,-4%,-24%,8%,?,8%,23%
CCOCCCNC(=O)C(c1ccc(C)cc1)N(Cc1ccc2c(c1)OCO2)C(=O)c1ccccn1 (stereo unspecified),-9%,-30%,3%,4%,-5%,10%,?,19%
Nc1ccccc1SCc1csc(-c2ccc(Cl)cc2)n1,-10%,-9%&-2%[10 µM],5%,?,-1%[9.22 µM],?,10%[13.5 µM],13%[9.22 µM]
COc1cccc(CS(=O)(=O)c2nnnn2-c2ccccc2)c1,2%,?,-3%,-8%,9%,?,1µM*,·
CC(C)c1ccc(C(CC(=O)c2ccc(Cl)cc2)C(=O)O)cc1 (stereo unspecified),1%,1%,-3%,3%,-13%,-7%,-10%,-7%
Cc1cccc(C)c1OCc1n[nH]c(=S)o1,1%,18%[1.9 µM],-2%,-4%,8%,-11%,8.9µM*,-7%
Cc1nn(C)cc1N1C(=O)c2cccc3c(N)ccc(c23)C1=O,0%,36%[10 µM],-5%,-9%,·,?,-1%,-29%[9.22 µM]
CC(CCc1ccccc1)NC(=O)CSc1ccccc1 (stereo unspecified),4%,49%[0.074 µM],4%,2%,9%,9%,-1%,-19%
O=C(NCc1ccc(F)cc1)c1ccc(CNc2c(N3CCOCC3)c(=O)c2=O)cc1,-2%,8%[10 µM],2%,-9%,·,·,·,3%[9.22 µM]
COc1cc(C(=O)Nc2nc(-c3ccc(C)cc3)cs2)ccc1OCC(=O)N1CCOCC1,?,11%[10 µM],4%,-4%,-42%[inhibitor],-7%,2%,?
c1ccc(-n2ncc3c(N4CCN(c5ccccn5)CC4)nc(N4CCOCC4)nc32)cc1,-1%,20%,0%,-2%,-28%,-10%,?,-2%
O=C(CSc1ncccc1-c1nc2ccccc2[nH]1)N1CCc2ccccc21,?,7%[10 µM],?,-25%,-38%[inhibitor],-2%,?,-6%
CNc1oc(-c2ccc(Cl)cc2)nc1C#N,?,-34%[inhibitor],15%,-15%,13%,-5%,?,-20%
Cc1ccc(S(=O)(=O)Nc2ccc(NC(=O)CN3CCCCC3)c(Cl)c2)cc1,?,-16%,-4%,?,-7%,-15%,-6%,-17%
CCn1c(SCC(=O)N2CCOCC2)nc2sc3c(c2c1=O)CCCC3,5%,-24%,-3%,2%,·,6%,7%,8%
CC1(C)CC[C@]2(C(=O)O)CC[C@@]3(C)C(=CCC4[C@@]5(C)CCC(O)C(C)(C)C5CC[C@@]43C)C2C1 (stereo partly specified),0%,-35%,1%,-2%,-3%,-4%,4%,·
O=C(N/N=C/c1cn(-c2ccccc2)nc1-c1cccnc1)c1cccnc1,-7%,-43%[inhibitor],-8%,-7%,-12%,-1%,0%,-8%
CC(=O)c1cc(NC(=O)c2ccc(Cl)cc2)c(=O)oc1/C=C/N(C)C,?,6%[10 µM],?,-27%,15%,10µM*,?,24%
CCc1nnc(NC(=O)CCN2C(=O)CCC2=O)s1,-1%,-12%[10 µM],4%,1%,6%,4%,-1%,-8%
COc1ccc(-c2cc(C(F)(F)F)nc(NCc3ccccc3)n2)cc1OC,·,·,?,-28%,-11%,-6%,·,·
Cc1nc(SCc2ccc(OCCC(C)C)cc2)n[nH]1,-7%,-53%,1%,-13%,?,-3%,2%,-30%
CCOc1cc2[nH]c(=S)n(Cc3ccc(C)o3)c(=O)c2cc1OCC,-5%,-28%,-3%,-5%,-16%,15%,?,-13%
Cc1cccc(C(=O)NCc2nc3ccccc3n2Cc2ccccc2Cl)c1,·,·,5%,-13%,0%,-10%,·,·
CC(C)CNC(=O)CC(=O)N/N=C/c1ccc(Br)cc1,-5%,-34%,?,9%,-74%[inhibitor],9%,0.89µM*,?
c1ccc(C2[C@H]3CN(Cc4cccnc4)[C@H](c4ccccc4)C34CC2(c2cccnc2)C4)cc1 (stereo partly specified),-2%&-3%,-22%,0%&-1%,-6%&0%,-23%,?,?,42%[9.22 µM]
O=C(CCCn1c(=O)c2ccccc2n(CC(=O)Nc2cccc(C(F)(F)F)c2)c1=O)NCc1ccc2c(c1)OCO2,·,·,?,-23%,4%,?,·,·
CC1CC(N(C(=O)C2CC2)c2ccccc2)c2ccccc2N1C(=O)C1CC1 (stereo unspecified),11%,15%,6%,-6%,-33%[inhibitor],-9%,0%,-1%
CCOC(=O)N1CCN(C(=S)NC(=O)c2ccc(F)c(F)c2)CC1,3%,11%[10 µM],-8%,-3%,·,3%,?,17%[9.22 µM]
Cc1ccc(C)c(N2CCN(C(=O)CN3C(=O)COc4ccc(S(=O)(=O)N5CCCCCC5)cc43)CC2)c1,·,·,-9%,-8%,6%,?,·,·
COc1ccc(-c2cn(-c3ccccc3)c3[n+]2CCS3)cc1,-2%&10%,2%[10 µM],4%&-5%,3%&6%,-71%&-32%[inhibitor],2%&12%,13%&10%,?
COc1cc(OC)cc(-n2nnnc2SCC(=O)NCc2ccc3c(c2)OCO3)c1,-6%,-7%,0%,-12%,-2%,-6%,-12%,16%
Cc1ccccc1NC(=S)NCCO,3%,-28%,4%,6%,11%,7%,3%,3%

# Taken from above:
# Tau fluor cs with `O=C(CCCn1c(=O)c2ccccc2n(CC(=O)Nc2cccc(C(F)(F)F)c2)c1=O)NCc1ccc2c(c1)OCO2` is entered as -23%
# ALDH1A1 block with `CC(C)CNC(=O)CC(=O)N/N=C/c1ccc(Br)cc1` is entered as 0.89µM*

# (continued)
SMILES,JMJD2E inh,HTT ATP protect,Tau fibril FP,Tau fluor cs,SMN2 splice up,Tau ThT inhib,ALDH1A1 block,HTT aggregate
Cc1ccc(S(=O)(=O)N2CCCCC2)cc1NC(=O)CSc1nnc(N)s1,-7%,-5%,0%,1%,4%,0%,-7%,7%
O=C1/C(=C/c2ccccc2)SC(=S)N1C1CCS(=O)(=O)C1 (stereo unspecified),11%,-8%[10 µM],1%,1%,·,-6%,·,-1%[9.22 µM]
COc1ccc(O[C@H]2C=C[C@@H](c3ccccc3)O[C@@H]2CO/N=C(\C)CCN2CCc3nc(-c4ccccc4)c(-c4ccccc4)cc3C2)cc1,?,?,-6%[11.6 µM],-3%[11.6 µM],-37%[inhibitor],-2%[11.5 µM],12%[13.5 µM],-17%
FC(F)(F)c1nnc2sc(-c3cccs3)nn12,?,-2%[0.074 µM],-5%,-1%,-4%,4%,2%,-12%
O=C(NNC(=O)c1sccc1-n1cccc1)Nc1ccc(F)cc1,12%,-31%[inhibitor],-8%,-9%,7%,-9%,-12%,6%
FC(F)(F)c1ccc(Cl)c(-n2c(-c3cc(-c4ccco4)[nH]n3)n[nH]c2=S)c1,-16%,-13%[10 µM],-4%,-22%,·,·,·,-20%[9.22 µM]
COc1ccc(Nc2ncnc3c2oc2ccccc23)cc1,-23%,-12%,4%,?,11µM*,?,?,-13%
CC(/C=N/Nc1nc(C)cc(=O)[nH]1)=C\c1ccccc1,-6%,-18%,-5%,-10%,-13%,?,-13%,-21%
NC(=S)N/N=C/c1ccccc1OCCSc1ccc(Cl)cc1,3%,-98%[inhibitor][10 µM],1%,-1%,-65%[inhibitor],2%,-6%,?
CCOC(=O)C1CCN(C(=O)CSc2n[nH]c(=O)[nH]c2=O)CC1,-3%,-7%[10 µM],-8%,1%,2%,1%,-2%,24%
O=C(CSc1nnnn1-c1ccccc1F)NNC(=O)c1ccco1,-24%,-10%[10 µM],-1%,5%,·,1%,14µM*,-11%[9.22 µM]
